Compound activity (PubChem BioAssay)
MEX-5 binding: C. elegans MEX-5 TCR-2 RNA binding activity | 0.38% of 300,000 active | activity score (negative = inhibition of binding), % at 10 µM | MEX-5/FITC-TCR2 RNA binding, fluorescence polarization; active compounds read low | Q9XUB2;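 active = inhibition past about -25% in most replicates, and total fluorescence under double the plate's negative control median, limit read from the data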;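 note: 0% = DMSO and -100% = 5 µM competing unlabeled TCR2 RNA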
PME-1 inh: PME-1 (human) inhibition; Q9Y570; recombinant PME-1, FP-Rh probe fluorescence polarization; inhibition, % at 5.9 µM; 0.53% of 320,000 active;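 active = inhibition above the campaign mean of all compounds plus 3 SD, cut at about 26% in these data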;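 note: competitive labeling of PME-1 active site by serine hydrolase directed probe; 0% = PME-1 with DMSO and 100% = wells lacking PME-1 enzyme; inhibitors block probe labeling so polarization falls and inhibition rises; many of its hits are not listed in these tables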
TPT1 inhibitor: inhibitors of Candida albicans tRNA 2'-phosphotransferase TPT1 | recombinant caTPT1, FP RNA substrate dephosphorylation | inhibition, % at 5 µM | 0.81% of 300,000 active | AID 1962;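 active = inhibition above the mean of all tested compounds plus 3 SD, set per screening campaign, cut at about 24% in these data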;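 note: plate controls were DMSO alone for no effect and ferristatin control at 100 nM for full effect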
Fam108B inh: Fam108B inhibition, counter-screen for RBBP9 inhibitors | recombinant Fam108B, FP-Rh probe fluorescence polarization | inhibition, % at 9.51 µM | 0.33% of 300,000 active;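 active = inhibition above the screen mean inhibition plus 3 SD, computed separately per campaign, cut at about 18% in these data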;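 note: inhibitors lower polarization as less probe binds the enzyme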
GLD-1 TGE inh: GLD-1-TGE RNA interaction inhibition (C. elegans) | AID 2280 | Q17339 | 0.44% of 320,000 active | inhibition, % at 5.96 µM | purified GLD-1 + fluorescein TGE RNA, fluorescence polarization;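 active = percent inhibition above a per-plate cutoff, the plate mean of test compounds plus 3 SD, cut at about 30% in these data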;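 note: 0% = DMSO wells with GLD-1 and probe and 100% = wells lacking GLD-1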
MCL1-BIM inh: inhibitors of human MCL1 binding to BIM-BH3 peptide; inhibition, % at 10.9 µM; AID 2057; 0.68% of 320,000 active; GST-MCL1 / FITC-Bim-BH3 fluorescence polarization;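 active = inhibition above the mean inhibition of all tested compounds plus 3 SD, set per campaign, cut at about 40% in these data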;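 note: 0% = DMSO wells and 100% = unlabeled Bim-BH3 peptide control; higher means more loss of mP so more displacement of Bim peptide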
Bcl-xL primary: inhibitors of human Bcl-xL; inhibition, % at 10.9 µM; AID 2129; GST-Bcl-xL / FITC-Bim BH3 peptide fluorescence polarization; 0.7% of 320,000 active; Q07817;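 active = inhibition above the mean of all tested compounds plus 3 SD, cutoff set per campaign, cut at about 30% in these data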;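 note: 0% = DMSO wells and 100% = unlabeled Bim-BH3 peptide competitor; inhibitors lower millipolarization by displacing the labeled peptide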
Target sequence (Q07817 whole entry, looked up): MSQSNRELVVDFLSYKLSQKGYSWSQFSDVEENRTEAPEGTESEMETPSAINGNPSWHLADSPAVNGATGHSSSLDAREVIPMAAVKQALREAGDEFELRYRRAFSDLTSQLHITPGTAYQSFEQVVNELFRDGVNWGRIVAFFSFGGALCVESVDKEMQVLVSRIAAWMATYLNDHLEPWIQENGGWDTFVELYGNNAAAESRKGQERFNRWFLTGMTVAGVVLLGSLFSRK
PAD4 inh: blocks human protein arginine deiminase 4; recombinant PAD4, RCA probe fluorescence polarization; inhibition, % at 6.36 µM; 0.41% of 330,000 active; AID 485272;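 active = percent inhibition above a cutoff equal to the mean of all tested compounds plus 3 SD, cut at about 15% in these data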;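 note: 0% = PAD4 with RCA probe and DMSO and 100% = probe without PAD4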
Target sequence (Q9UM07 whole entry, looked up): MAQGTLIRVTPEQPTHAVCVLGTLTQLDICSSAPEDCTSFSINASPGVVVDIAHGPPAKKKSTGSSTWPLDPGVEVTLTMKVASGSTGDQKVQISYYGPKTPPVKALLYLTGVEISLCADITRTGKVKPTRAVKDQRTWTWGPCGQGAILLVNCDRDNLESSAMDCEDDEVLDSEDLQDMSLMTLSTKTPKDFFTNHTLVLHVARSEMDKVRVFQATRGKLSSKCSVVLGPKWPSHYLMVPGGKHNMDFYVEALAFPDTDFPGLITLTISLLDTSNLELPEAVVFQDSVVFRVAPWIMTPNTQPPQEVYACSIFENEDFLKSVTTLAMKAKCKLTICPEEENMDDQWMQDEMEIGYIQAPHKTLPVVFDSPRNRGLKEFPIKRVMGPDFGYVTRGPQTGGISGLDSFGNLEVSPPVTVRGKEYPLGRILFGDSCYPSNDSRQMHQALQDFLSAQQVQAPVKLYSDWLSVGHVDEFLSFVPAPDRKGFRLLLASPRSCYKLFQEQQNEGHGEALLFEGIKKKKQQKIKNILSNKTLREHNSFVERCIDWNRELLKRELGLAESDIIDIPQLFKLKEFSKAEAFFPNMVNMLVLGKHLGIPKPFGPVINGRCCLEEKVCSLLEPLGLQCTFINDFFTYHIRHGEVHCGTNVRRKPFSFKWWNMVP
GSTO1 counter: GSTO1 inhibition, counter-screen for RBBP9 inhibitors; inhibition, % at 5.96 µM; 1.1% of 300,000 active; recombinant GSTO1, activity-based probe fluorescence polarization; P78417;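 active = inhibition above the campaign mean inhibition plus 3 SD, cut at about 35% in these data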;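 note: 0% = GSTO1-1 with DMSO and 100% = wells lacking GSTO1-1 enzyme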
Numbers without * were called inactive; · = no result given. Some of the compounds tested; rates above refer to the full screens.

SMILES	MEX-5 binding	PME-1 inh	TPT1 inhibitor	Fam108B inh	GLD-1 TGE inh	MCL1-BIM inh	Bcl-xL primary	PAD4 inh	GSTO1 counter
Cn1c(SCC(N)=O)nnc1-c1ccccc1	-3.6	6	-1	-1	3	0	6	-2	10
CCN1CCN(C(=O)c2c(-c3ccccc3)noc2C)CC1	1.2	-1	-2	1	3	-3	-3	5	2
Cc1cc(NC(=O)COC(=O)c2cc(S(=O)(=O)N(C)C)ccc2Cl)no1	·	-1	·	·	-7	-15	-6	-4	·
O=S(=O)(CC12C3C4C5C1C2C(Br)(C43)C51OCCO1)c1ccccc1 (configuration not stated)	1.1	1	-3	0	0	2	6	6	7
O=C(Nc1ccc(OC(F)F)c(Cl)c1)C(c1ccccc1)c1ccccc1	-1.4	-39	-2	-27	5	1	3	-6	-5
COC(=O)CC1C(=O)NCCN1C(=O)CSc1nnnn1-c1ccc(OC)cc1 (configuration not stated)	-0.8	3	0	2	3	1	4	2	7
C=C1CC(C(=O)N/N=C/c2ccc(O)cc2)C1	2.2	-3	-1	3	8	4	2	-1	3
O=C(O)c1ccc(Cl)c2c1C1C=CCC1C(c1ccccn1)N2 (configuration not stated)	-68*	-7	-17	7	39*	115*	85*	12	11
C=CCC1(CC=C)CCCN1C(=O)CC1C(=O)NCCN1Cc1cccc(OC)c1OC (configuration not stated)	-0.5	-2	0	0	-16	0	1	-1	3
Cc1ccc(Nc2ccc(C(N)=O)cc2[N+](=O)[O-])cc1C	0.0	11	-5	3	4	5	5	1	4
O=C(/C=C/c1ccccc1)OCC(=O)N1CCCC1	·	-7	·	·	-1	-4	-1	5	·
Cn1c(C(=O)N2CCN(c3ccc(F)cc3)CC2)cc2ccccc21	-0.8	5	-1	3	15	11	5	-1	1
O=C(NCC(c1cccs1)N1CCOCC1)c1ccccc1NS(=O)(=O)c1ccc(Cl)c([N+](=O)[O-])c1 (configuration not stated)	-2.1	2	2	-2	5	11	10	-2	50*
CCCC(c1nnnn1Cc1ccco1)N1CCN(C(=O)c2ccco2)CC1 (configuration not stated)	-2.1	-1	-1	3	-4	5	5	-3	4
Cc1cc2cc(CN(Cc3cccs3)S(=O)(=O)c3ccc4c(c3)OCCO4)c(=O)[nH]c2cc1C	-2.1	-10	3	-2	4	1	2	-3	4
CC(=O)Nc1ccc(C2Nc3cc(C)c(C)cc3NC3=C2C(=O)CC(C)(C)C3)cc1 (configuration not stated)	3.1	5	4	3	3	12	10	-14	0
CC1CCCC(NC(=O)COC(=O)c2cc(S(=O)(=O)N3CCCCC3)ccc2N2CCOCC2)C1C (configuration not stated)	0.3	3	-2	2	6	3	4	-3	4
C=CCCCCCCCCC(=O)NNC1=CC(=O)CC(C)(C)C1	0.4	-3	-1	-4	1	12	9	-5	5
CCn1c(SCC(=O)Nc2ccc(OC)cc2)nc2c1c(=O)n(C)c(=O)n2C	-0.8	-2	1	1	0	-2	3	-3	-5
Cc1ccc(C(=O)O)c(C(=O)Nc2nc3ccccc3s2)c1	1.0	1	-3	1	2	-1	1	4	20
COc1ccc(S(=O)(=O)N2CCCC(N(C)CCc3ccccc3)C2)cc1OC (configuration not stated)	0.2	4	-1	1	0	8	4	-5	6
O=S(=O)(c1ccccc1)N1CCN(c2cccc(Cl)c2)CC1	-0.5	3	1	-2	8	-5	2	1	-1
Cn1nnc(NC(=S)NC(=O)Cc2ccccc2)n1	-1.6	1	-1	2	-2	0	4	1	-6
CC(=O)c1ccc(N/C=C/C(=O)c2ccc(Br)cc2)cc1	-2.1	2	-1	-4	6	3	6	-3	-5
CS(=O)(=O)c1ccc2nnn(OCC(=O)Nc3cccc(C#N)c3)c2c1	1.2	2	0	1	8	-2	-6	-5	34
Cc1ccc(Nc2nnc(SCC(=O)NC(Cc3c[nH]c4ccccc34)C(=O)O)s2)cc1 (configuration not stated)	-4.4	-1	4	-3	-4	-9	-3	-1	18
Cn1c(SCc2cccc(F)c2)nnc1-c1cnccn1	1.6	2	-1	2	9	-1	1	-4	2
Cc1ccccc1NC(=O)CSc1nnnn1C	0.1	-5	2	1	1	2	1	-9	3
COc1cccc(OCc2nnc(SCC(=O)OC3CCCCC3)n2C)c1	0.6	9	-1	-4	3	3	-1	-2	1
COc1ccc(CNC(=O)CC23CC4CC(CC(C4)C2)C3)cc1	-0.5	10	4	1	0	-2	-1	0	2
COC(=O)c1ccc(S(=O)(=O)NCCSc2nnc3c4ccccc4n(C)c3n2)cc1	1.5	-1	0	4	7	-1	4	-1	7
C=CCNC(=O)N1c2ccccc2Sc2ccccc21	0.7	4	-1	-2	-1	3	3	4	5
c1ccc(C(Cc2nc(-c3ccccn3)no2)c2ccccc2)cc1	-0.2	4	-1	2	4	3	5	-2	7
COc1ccc(/C=N/N2C(=O)c3ccccc3C2=O)cc1	2.0	-3	1	-5	0	7	2	-3	6
COc1ccc(OS(=O)(=O)c2c(C)noc2C)cc1	3.2	5	0	1	5	0	0	-1	6
O=C(CCN1C(=O)C2CC=C(Cl)CC2C1=O)NCc1ccco1 (configuration not stated)	-7.7	4	-6	1	9	12	10	0	-3
Clc1ccc(CSc2ncccn2)cc1	0.1	-5	-2	0	5	-5	2	1	3
COc1ccc(CN2C3CCC2CC(NC(=O)c2cc(OC)c(OC)c(OC)c2)C3)cc1 (configuration not stated)	2.6	-5	-1	1	0	2	5	-1	0
Cc1nc(Sc2nnnn2-c2ccccc2)c(C#N)c(C)c1C	0.0	4	2	-1	-8	0	-2	-2	6
S=C(Nc1ccc(Cl)c(Cl)c1)N1CCOCC1	1.5	0	-1	0	10	13	7	2	4

Three compounds from above, sorted by their value in TPT1 inhibitor, low to high.
Molecule,MEX-5 binding,PME-1 inh,TPT1 inhibitor,GLD-1 TGE inh,MCL1-BIM inh,Bcl-xL primary,PAD4 inh
Clc1ccc(CSc2ncccn2)cc1,0.1,-5,-2,5,-5,2,1
COc1ccc(OS(=O)(=O)c2c(C)noc2C)cc1,3.2,5,0,5,0,0,-1
COc1ccc(CNC(=O)CC23CC4CC(CC(C4)C2)C3)cc1,-0.5,10,4,0,-2,-1,0

Next structures:
SMILES	MEX-5 binding	PME-1 inh	TPT1 inhibitor	Fam108B inh	GLD-1 TGE inh	MCL1-BIM inh	Bcl-xL primary	PAD4 inh	GSTO1 counter
Cc1cc(OC(=O)c2ccc(S(=O)(=O)N(C)C)cc2)c([N+](=O)[O-])c(=O)[nH]1	-1.0	0	1	3	0	-4	2	-2	8
CCC(C)Nc1nc2c(c(=O)[nH]c(=O)n2C)n1CCCc1ccccc1 (configuration not stated)	-0.9	4	-2	3	7	2	2	-4	0
C=C(C)c1cccc(C(C)(C)NC(=O)NCCCN2CCCC2=O)c1	-1.3	-3	-2	-1	1	-2	0	-1	-6
O=C(COc1ccc(-n2cnnn2)cc1)Nc1ccc(F)c(F)c1F	·	1	·	·	7	-6	-6	-6	·
COc1ccccc1NC(=O)CS(=O)(=O)c1cn(CC(=O)N2CCOCC2)c2ccccc12	-0.6	4	-1	-1	4	2	3	0	9
COc1ccccc1-c1noc(-c2ccccc2C(=O)Nc2ccccc2)n1	-1.3	2	0	0	6	5	6	4	3
CN(NC(=O)c1cccc(Cl)c1)c1nc(-c2ccccc2)nnc1C(F)(F)F	0.4	-7	-2	-8	-3	-3	-4	-7	-2
CN(c1ccccc1N(C)S(=O)(=O)c1ccccc1)S(=O)(=O)c1ccccc1	0.8	0	-2	5	7	6	1	0	5
O=C(O)c1cc(S(=O)(=O)N2CCCC2)ccc1Br	-0.3	0	-3	-2	-1	2	1	2	7
COc1ccc(/C=C/C(=O)NCC(=O)N/N=C/c2cccnc2)cc1	-1.5	0	2	1	1	0	1	0	-7
O=C(c1ccc2ccccc2c1)N1CCN(c2ccccc2)CC1	-1.9	0	-2	-1	6	8	4	-1	3
Cc1ccc(OCc2cc(C(=O)NCC(C)(C)N3CCOCC3)no2)cc1C	-3.1	2	2	1	-10	1	-2	0	-2
O=c1c2ccccc2oc2cc(-c3ccc4[nH]ccc4c3)ccc12	2.2	-30	-2	-10	4	4	4	2	-11
O=C1c2ccccc2C(=O)N1C1CCCCC1	0.9	2	0	5	5	5	7	-5	-1
COc1ccc(Nc2nc3ccccc3s2)cc1	0.0	3	-3	2	-1	-2	-2	-3	4
CCCC(C)NC(=O)CN1C(=O)NC2(CCc3ccccc32)C1=O (configuration not stated)	0.9	3	0	1	3	-14	-5	-3	1
COc1cccc2cc(C(=O)Nc3ccccc3Cl)/c(=N/NS(=O)(=O)c3ccccc3)oc12	2.1	3	-1	4	1	9	3	-3	-4
COc1ccc(/C=C(/NC(=O)c2ccccc2)C(=O)N2CCCC2)cc1	-0.5	5	-2	-1	3	4	3	2	-3
NC(=O)C1(NC(=O)[C@@H]2CC3(CC(c4cccc(NC(=O)[C@@H]5CCC(=O)N5)c4)=NO3)CN2C(=O)Cc2ccc(C(F)(F)F)cc2)CC1 (some centres not stated)	1.0	2	-4	-1	-4	4	5	5	3
CC(=O)c1ccc(N2CCN(C(=O)C(=O)c3c(C)[nH]c4ccccc34)CC2)cc1	-17	8	-3	3	0	-1	4	3	1
Cc1n[nH]c(=S)n1/N=C/c1ccc(-c2ccc(Cl)cc2)o1	-3.9	-2	-3	1	4	-17	-12	-5	-7
O=C(O)/C=C/C(=O)NNC(=O)c1cccc(Br)c1	-3.1	-16	-3	-2	3	5	3	-2	-3
O=C1CC(c2ccc(O)c(O)c2)Oc2c1ccc(O)c2O (configuration not stated)	·	-5	15	6	6	70*	15	6	44*
O=C(CNC(=O)c1cccs1)NCCN1CCN(c2ccccc2F)CC1	1.1	-1	2	-3	4	0	5	1	2
COc1ccc(N2C(=O)c3cccc4cccc(c34)C2=O)nn1	-2.1	3	-3	1	14	24	23	4	-6
C=C(C)CN=c1scc(C)n1/N=C/c1ccco1	-1.9	-4	-6	3	0	8	4	3	5
Cc1ccc(C(=O)Nc2cccc(C(=O)NC3CCCCC3)c2)cc1	2.3	0	-1	-2	-2	6	1	3	8
CC(C1CCN(Cc2nc(C3CC3)no2)CC1)N1CCOCC1 (configuration not stated)	4.9	3	1	4	4	-4	-1	1	-7
COc1ccc(-c2cc(C(F)(F)F)c3c(=O)n(-c4ccccc4)[nH]c3n2)cc1	1.0	-1	2	2	2	3	3	0	5
O=C(CN(C(=O)CNS(=O)(=O)c1ccccc1)C1CCCC1)NCc1ccco1	·	3	-11	3	9	1	11	4	11
CC(=O)c1ccc(OCc2cc(C(=O)N3CCC(Oc4ccccc4C)CC3)no2)cc1	0.5	0	-4	-3	9	3	2	0	-6
COc1ccc(C(OC(=O)c2cccs2)C(=O)NCC2CCCO2)cc1 (configuration not stated)	-0.4	-5	1	-2	2	-5	4	-1	9
Cn1c(SCCN2CCCC2)nnc1C1CCN(S(=O)(=O)c2ccc(F)cc2)CC1	-0.4	0	-1	0	0	-1	3	-1	6
CC(C)CC(C(=O)O)N(Cc1ccccc1)Cc1ccccc1 (configuration not stated)	0.3	1	5	3	2	6	3	2	-1
Cc1ccc2nc(SCC(=O)Nc3cccc(F)c3)nc(=O)n2c1	-2.6	2	-2	0	1	7	4	4	8
C/C(N)=C(/C#N)C(=O)COC(=O)Cc1coc2cc(C)ccc12	-4.0	-1	3	8	1	2	-6	0	7
CC(C)(C)OC(=O)NCCCC[C@H](NC(=O)c1nc[nH]c1C(=O)N1CCN(c2ccccc2)CC1)C(=O)OC(C)(C)C	6.1	5	0	5	-1	8	5	5	4
